EWS-Fli block: blocks EWS/Fli oncoprotein-driven transcription | A673 NR0B1-luciferase reporter, viability-normalised | 350,000 compounds, 0.67% hits | inhibition, % at 12.6 µM;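 active = mean inhibition of at least 50% after viability correction, with every replicate also passing that limit; inconclusive = mean reaches 50% but only one of two replicates passes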;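 also: firefly luciferase signal divided by Alamar Blue viability fluorescence both relative to DMSO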
ARNT-TACC3 inh: disrupts binding between human ARNT and TACC3. AlphaScreen His-ARNT PAS-B/GST-TACC3 binding, luminescence; TACC3 fragment carries E629A point mutation. inhibition, % at 9.99 µM. 390,000 compounds, 0.66% hits;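 active = mean inhibition of replicates at least 50% and at least half of replicates each reaching 50%; inconclusive = half or more replicates reach 50% but mean below 50%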;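 also: 0% = complete ARNT plus TACC3 wells and 100% = ARNT alone without TACC3; many hits fall short of the cut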
DENV2 CPE: DENV2-induced cell death inhibition; 350,000 compounds, 1.7% hits; CPE inhibition, % at 9.99 µM; DENV2-infected cells, cytopathic effect rescue, plate reader; in the data active = CPE inhibition above about 20%, passing the limit was not always enough; inconclusive = no clear call, values can overlap the other calls; tested in BHK-21 cells;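 also: 0% = median of neutral control wells and 100% = median of positive control wells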
Casp6 inh: blocks human caspase-6 cleavage activity. P55212. 350,000 compounds, 0.53% hits. purified caspase-6, Z-VEID-R110 cleavage fluorescence. inhibition, % at 12.5 µM;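 active = mean inhibition across replicates at least about 35%, with every replicate also reaching that limit, limit read from the data; inconclusive = only one of the two criteria met; inactive = neither criterion met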;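 also: 0% = median of neutral control wells and 100% = no fluorescence left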
Target sequence (P55212 24-179 limits assumed): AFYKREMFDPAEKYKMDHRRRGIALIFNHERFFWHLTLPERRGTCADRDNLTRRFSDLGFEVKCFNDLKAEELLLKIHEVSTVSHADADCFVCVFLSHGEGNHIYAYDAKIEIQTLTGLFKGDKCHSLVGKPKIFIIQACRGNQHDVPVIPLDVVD
Target sequence (P55212 194-293 limits assumed): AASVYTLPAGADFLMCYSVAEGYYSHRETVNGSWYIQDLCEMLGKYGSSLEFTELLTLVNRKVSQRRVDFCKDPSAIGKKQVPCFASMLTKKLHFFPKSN
LGR2 inh: Drosophila LGR2 receptor signaling inhibition. HEK293 LGR2, CRE-luciferase, bursicon-stimulated, 4 h. inhibition, % at 9.99 µM. 380,000 compounds, 0.35% hits. AID 720647;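 active = drop in luminescence signal, shown as inhibition above about 50% in the replicate tests, limit read from the data, passing the limit was not always enough; inconclusive = probably only some replicates passing the limit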;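 also: agonist challenge used bursicon conditioned medium at about half maximal strength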
SIRT5 inh: blocks human SIRT5 desuccinylation of peptide | AID 652115 | Purified SirT5, succinyl-peptide AMC, trypsin-coupled fluorescence | Q9NXA8 | inhibition, % at 15 µM | 330,000 compounds, 1.1% hits; in the data active = inhibition above about 15%; inconclusive = no clear call, values can overlap the other calls
Target sequence (Q9NXA8 whole entry, looked up): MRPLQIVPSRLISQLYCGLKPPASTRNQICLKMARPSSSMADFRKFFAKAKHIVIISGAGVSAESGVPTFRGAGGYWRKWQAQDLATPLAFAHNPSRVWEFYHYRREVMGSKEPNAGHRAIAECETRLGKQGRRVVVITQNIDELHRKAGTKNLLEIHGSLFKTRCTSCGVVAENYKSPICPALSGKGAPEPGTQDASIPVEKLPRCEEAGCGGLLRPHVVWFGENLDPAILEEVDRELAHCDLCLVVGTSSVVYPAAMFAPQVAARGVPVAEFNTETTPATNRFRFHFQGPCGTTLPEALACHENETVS
PAX8 inh HTS: inhibitors of PAX8 transcriptional activity in RMG-I cells | RMG-I TPO-luciferase reporter, SteadyGlo, 24 h | inhibition, % at 12.6 µM | 360,000 compounds, 1.2% hits;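 active = mean replicate inhibition at least 60% with every replicate also reaching 60%; inconclusive = only one of the two criteria is met; inactive = mean below 60% and not all replicates reaching 60%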;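 also: luciferase light reporting Pax8 driven TPO promoter activity; plate controls were median of neutral control wells for no effect and mitoxantrone controls for full effect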
* marks the source's active call; other numbers are inactive results; u = inconclusive; x = not tested or not shown.

structure	SIRT5 inh	EWS-Fli block	DENV2 CPE	ARNT-TACC3 inh	Casp6 inh	PAX8 inh HTS	LGR2 inh
CCN1[C@@H]2c3ccc(C4=CCCCC4)c(=O)n3C[C@H]1[C@H](CO)[C@H]2C(=O)N1CCOCC1	-5.4	3.3	11.2	16.0	-3.8	x	-11.6
Cc1ccc(C)c(OCCC(=O)OCC(=O)N2CCN(S(=O)(=O)c3ccc(Cl)cc3)CC2)c1	0.7	-7.6	-5.3	4.4	2.5	5.0	13.4
CC(C)CCN(C(=O)c1csnn1)C(C(=O)NC1CCCC1)c1ccc(F)cc1 (centres undefined)	-0.6	-5.6	0.0	2.1	1.5	1.4	6.2
CC1(C(=O)NC2CCCCC2)CCC(=O)N1CCOc1ccccc1 (centres undefined)	-4.4	3.1	-6.0	x	0.4	-0.9	-2.1
CN(C)c1ccc(/C=N/N(CCO)C2=NS(=O)(=O)c3ccccc32)cc1	1.6	-5.4	-4.4	x	-5.0	-13.0	4.5
CNC(=O)C[C@H]1CC[C@@H]2[C@@H](COc3ccc(NC(=O)NC(C)C)cc3C(=O)N2C)O1	x	2.5	-1.8	-5.2	x	-34.4	-4.7
O=C(CN1CCN(S(=O)(=O)N2CCCCC2)CC1)Nc1ccc(Br)cc1	-5.4	7.4	3.0	-6.8	-2.0	x	1.9
COC(=O)Nc1cc(C)n(-c2ccccc2)n1	-3.8	-2.7	3.1	11.6	-1.5	2.8	9.9
COc1cccc(CNC(=O)c2ccc(S(=O)(=O)N3CCOCC3)cc2)c1	-3.6	3.6	-0.6	-0.6	1.0	x	3.2
C=CCn1c(C)cc(C(=O)COC(=O)c2ccc(N)c([N+](=O)[O-])c2)c1C	3.3	-157.5	1.5	-17.5	-2.0	-114.8	-137.3
CCOC(=O)c1ccc(NC(=S)N2CCCC(C(=O)N3CCCC3)C2)cc1 (centres undefined)	-1.2	x	5.9	2.7	1.7	7.4	0.8
Cn1nc(NC(=O)C(F)(F)F)c2ncc(-c3ccc(Cl)cc3)nc21	-1.7	-61.9	15.6	-3.8	-1.2	-69.1	-40.1
COc1ccc(NC2CCCN(C(=O)COc3ccc(C)cc3)C2)cc1 (centres undefined)	0.7	x	8.0	5.5	0.3	-4.6	-3.6
CCC(=O)N1C[C@@H](C)[C@@H](OC)CN(C)C(=O)c2cc(NS(C)(=O)=O)ccc2OC[C@@H]1C	-0.5	-7.5	1.8	-6.9	-2.2	x	0.4
O=C(CNc1ccccc1N1CCCC1=O)Nc1cc(C(F)(F)F)ccc1-n1cncn1	0.6	0.6	11.7	-1.2	1.1	-16.5	5.8
CN(C)c1ccc(N2CC(C)(C)C2=O)cc1	-10.3	-14.8	-4.6	8.6	0.9	-16.7	-23.9
Cc1noc(C)c1CSCC(=O)Nc1nc2ccc(S(C)(=O)=O)cc2s1	-2.5	-5.9	-7.6	-9.9	2.7	1.2	-6.9
O=C(NCc1cccnc1)C(=O)Nc1nc2ccccc2s1	-0.1	-1.2	2.6	-3.5	-1.4	-30.9	-31.7
COc1ccc(C(N)=O)c(OCC(=O)Nc2cc(C)on2)c1	-0.2	7.7	2.0	-1.0	1.5	-0.3	5.7
O=C(O)c1ccccc1-c1ccccc1C(=O)Nc1ccc2oc(=O)c3ccccc3c2c1	0.4	-3.2	-6.2	x	2.6	6.6	-3.3
CO[C@H]1CN(C)C(=O)c2ccc(NC(=O)c3nc4ccccc4s3)cc2OC[C@H](C)N(Cc2cccnc2)C[C@@H]1C	-0.7	x	3.7	x	1.7	3.3	1.6
CC(=O)Nc1ccc(S(=O)(=O)NC2(C(F)(F)F)NC(=O)N(Cc3ccccc3)C2=O)cc1 (centres undefined)	0.0	10.3	-4.5	-14.3	-0.8	-17.9	7.5
Cc1ccc2ncccc2c1	x	-2.9	54.5*	x	-0.9	x	-0.1
CC(=O)Nc1nc2cc([N+](=O)[O-])ccc2s1	-3.0	-9.5	19.4	-1.1	1.0	-9.7	-20.9
CC(=O)Nc1ccc(S(=O)(=O)N[C@@H](C)C(=O)OCc2cc([N+](=O)[O-])cc3c2OCOC3)cc1	14.9	-0.8	5.0	1.8	-2.4	-11.8	2.4
O=C(CSc1nnc(-c2c[nH]c3ccccc23)n1-c1ccc(F)cc1)NCc1ccco1	0.8	-12.3	11.1	x	2.8	x	-20.4
O=C(NC1CCC1)C1CCC(=O)N(Cc2ccc(Cl)cc2)C1 (centres undefined)	x	-10.3	-4.1	x	-3.6	-6.7	-11.7
COc1ccc(-c2ccc3c(c2)O[C@@H](CN(C)Cc2cccnc2)[C@H](C)CN([C@@H](C)CO)S3(=O)=O)cc1	4.8	18.3	-4.6	-4.5	-0.8	x	11.6
O=C(CNC(=O)c1cccs1)NC1=NCCS1	-3.0	-11.0	u	4.0	-1.9	x	0.9
O=[N+]([O-])c1ccccc1S(=O)(=O)N1CCN(Cc2ccc3c(c2)OCO3)CC1	-3.8	0.8	-5.1	-0.2	0.0	-8.8	-31.8
c1ccc(COc2ncnc3c2ncn3CCCN2CCN(c3ccccn3)CC2)cc1	-2.5	8.1	-2.7	5.3	-2.5	3.3	-8.3
CCC(C)[C@H](NC(=O)NCc1ccco1)C(=O)OC (some centres undefined)	-3.2	6.5	-0.8	1.4	0.3	3.7	3.6
CN1C(=O)c2cc(NC(=O)c3cccc(F)c3)ccc2OC[C@@H]2O[C@H](CC(=O)NCC3CC3)CC[C@@H]21	2.1	-1.5	19.2	x	3.1	-0.5	-4.2
CCOc1ccc(S(=O)(=O)N(CC(=O)NCC(F)(F)F)Cc2ccco2)cc1	2.9	6.2	u	-10.2	1.1	12.6	-6.2
Cc1ccc(NC(=O)NNC(=O)c2cc3ccccc3cc2O)cc1C	-2.3	x	-6.7	-6.7	3.3	3.5	-7.4
Cc1cc2cc(C)c3nnc(SCC(=O)N4CCN(C(=O)c5ccco5)CC4)n3c2cc1C	-1.0	-14.1	0.8	4.8	3.2	x	2.0
CCOc1ccc(CCNC(=O)CN2C(=O)NC3(CCc4ccccc43)C2=O)cc1OCC (centres undefined)	-3.2	-4.0	-9.2	-0.8	-1.9	-3.6	-6.1
COC(=O)C1=C(C)N(C)C(=NCc2ccc(OC)cc2)NC1c1ccc(C(F)(F)F)cc1 (centres undefined)	x	-0.3	-2.1	x	-0.8	1.8	0.6
CCOC(=O)c1cc(S(=O)(=O)NCc2ccco2)cn1C	-1.0	x	4.2	-2.2	0.0	0.7	-8.9
COc1ccc(NS(=O)(=O)c2cccc(C(=O)N3CCN(c4ccccc4O)CC3)c2)cc1	1.3	3.1	3.6	1.3	4.7	9.9	9.5
O=C(N/N=C/c1cc([N+](=O)[O-])ccc1O)c1cccc(NC(=O)c2cccc(Cl)c2)c1	-1.1	5.5	-2.7	-5.1	3.4	2.7	-2.7
c1ccc2[nH]c(Cn3nnc4ccccc43)nc2c1	x	-10.4	-20.0	0.6	2.3	-24.4	-1.9
Cc1cccc2c1NC(=O)C2(O)N1CCCC(C)C1 (centres undefined)	1.2	-27.3	5.1	-1.9	0.9	-16.0	4.0
COc1ccc2c(c1)OC[C@H]1[C@H]2N2C(=O)CN(Cc3ccc(F)cc3)C(=O)[C@@]2(C)[C@H]1c1ccccc1	x	7.8	x	-6.1	0.8	2.7	-2.5
COc1ccc(-c2coc3cc(O)cc(O)c3c2=O)cc1	-2.0	-62.9	4.6	-4.6	-1.0	-173.8	2.9
COc1ccc(S(=O)(=O)Nc2ccc3c(c2)CC(=O)N([C@@H](C)CO)C[C@@H](C)[C@@H](CN(C)C(=O)NC(C)C)O3)cc1	-4.6	-3.0	7.0	-6.5	-0.3	x	0.0
O=C1NC(=O)C2(CCCCCC2)N1	x	12.8	5.6	-2.8	-9.1	4.8	-4.9
CCn1ncc(/C=N/NC(=O)c2cc(Cl)ccc2OC)c1C	x	3.7	16.5	-4.8	0.3	34.1	-0.3
CCOC(=O)C1(CCc2ccccc2)CCN(C(=O)CCn2cncn2)CC1	-0.8	-86.8	-3.5	5.9	0.0	-82.9	-93.2
CCCNC(=O)N1CC2(CCN(C(=O)Cc3cccnc3)CC2)c2c([nH]c3cc(OC)ccc23)[C@H]1CO	-1.5	-3.6	6.9	x	0.1	x	4.9
CC(=O)Nc1ccc2c(c1)C(=O)N(C)[C@@H]1CC[C@@H](CC(=O)NCCCN3CCOCC3)O[C@@H]1CO2	0.0	-20.6	x	x	x	14.4	6.1
O=C(NC(=S)NCCC1=CCCCC1)c1cncc(Br)c1	x	x	x	-3.1	x	-8.4	-11.9
COc1ccc2c(C)nc(Nc3nc(-c4ccccc4)cc(=O)[nH]3)nc2c1	1.4	32.9	13.0	1.2	1.6	95.2*	u
Cc1cc(OCCOCCN(C)C)ccc1Cl	-1.5	-3.4	4.6	-4.8	0.1	-17.3	-5.5
COC(=O)[C@]12C[C@H](CC(=O)NCc3ccc(C)o3)C(=O)N(Cc3ccccc3)C1=C[C@H](C1CCCC1)O[C@@H]2C	x	-11.9	-14.3	x	66.0*	4.7	x
C[C@H](CO)N1C[C@H](C)[C@@H](CN(C)C(=O)c2ccc3c(c2)OCO3)Oc2cc(-c3ccccc3)ccc2S1(=O)=O	x	-14.6	x	x	x	-6.0	9.4

By substructure, the entries above with bromine.
structure	SIRT5 inh	EWS-Fli block	DENV2 CPE	ARNT-TACC3 inh	Casp6 inh	PAX8 inh HTS	LGR2 inh
O=C(CN1CCN(S(=O)(=O)N2CCCCC2)CC1)Nc1ccc(Br)cc1	-5.4	7.4	3.0	-6.8	-2.0	x	1.9
O=C(NC(=S)NCCC1=CCCCC1)c1cncc(Br)c1	x	x	x	-3.1	x	-8.4	-11.9

(cont.)
structure	SIRT5 inh	EWS-Fli block	DENV2 CPE	ARNT-TACC3 inh	Casp6 inh	PAX8 inh HTS	LGR2 inh
CSc1cccc(CN2CCCC(CNC(=O)c3ccco3)C2)c1 (centres undefined)	3.3	2.0	5.0	-7.6	-7.9	7.2	10.8
Cc1cccnc1NC(=O)c1cc2ccccc2oc1=O	2.1	-44.3	-1.0	-2.2	1.2	-141.5	-28.3
COc1ccccc1CNC(=O)CN(c1cccc([N+](=O)[O-])c1)S(C)(=O)=O	0.8	1.4	19.0	-1.1	1.2	-10.4	9.2
CN(C)CCNc1ncnc2oc(-c3ccccc3)c(-c3ccccc3)c12	-11.7	10.4	2.4	10.0	-10.1	2.7	1.2
Clc1ccc(-c2nc3ccc(Br)cn3c2Cc2cccc(Cl)c2)cc1	4.2	-61.5	0.1	x	-0.6	-89.7	-65.8
Cc1ccc(-n2nnc(-c3nccs3)n2)cc1	x	82.1*	-1.1	-3.3	0.5	35.8	-11.6
Cc1ccc(C(=O)NCc2ccc3c(c2)OCO3)cc1S(=O)(=O)N1CCOCC1	x	x	x	0.2	5.7	x	-17.6
COc1cccc(OC2(C)CCN(Cc3ccc(-c4ccccn4)cc3)C2)c1 (centres undefined)	x	3.6	2.6	x	-5.8	-19.6	-3.8
COc1ccc(NC(=O)N2CCCC(CNS(=O)(=O)c3cccs3)C2)c(C)c1 (centres undefined)	-4.0	10.1	0.6	-6.7	0.5	6.1	16.9
CN(C)Cc1n[nH]c(=O)c2ccccc12	0.1	7.9	6.3	x	x	8.6	7.2
COCC(=O)NC[C@@H]1[C@H](c2ccccc2)[C@H](CO)N1C(=O)c1ccccc1	-1.5	0.9	0.9	-15.7	-3.1	-8.8	-3.9
COc1ccccc1CN(C)C(=O)c1cc(S(=O)(=O)N2CCCCCC2)ccc1OC	-2.7	5.4	-0.9	x	0.1	11.0	4.7
CCCN(CC1CC1)C(=S)NC(=O)c1ccccc1Br	-0.4	17.3	-8.2	5.9	-1.0	-15.2	-10.3
Cc1ccccc1-c1ccc2c(c1)[C@@H]1C[C@H](N(C)C(=O)Nc3ccccc3)[C@H]([C@H](C)O)CN1CC2	1.8	-2.4	4.4	x	-2.0	-15.9	-14.4

Compound activity from PubChem.

Hits appear at their usual frequency; about 4.9% have a hit in one of these screens.
